High-throughput results from PubChem.
FBW7 activator: FBW7 E3 ligase activators, primary screen, biochemical, AlphaScreen, human; F-box/WD repeat-containing protein 7 (Homo sapiens), Q969H0; normalized activity (activation), % at 26.1 µM; AlphaScreen FBW7–phospho-cyclin E peptide binding, activator screen; hit rate 0.13% among 650,000; in the data active = normalized activity above about 1.9%;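 also: purified mutant Fbw7 with reduced substrate affinity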
Target sequence (Q969H0 whole entry, looked up): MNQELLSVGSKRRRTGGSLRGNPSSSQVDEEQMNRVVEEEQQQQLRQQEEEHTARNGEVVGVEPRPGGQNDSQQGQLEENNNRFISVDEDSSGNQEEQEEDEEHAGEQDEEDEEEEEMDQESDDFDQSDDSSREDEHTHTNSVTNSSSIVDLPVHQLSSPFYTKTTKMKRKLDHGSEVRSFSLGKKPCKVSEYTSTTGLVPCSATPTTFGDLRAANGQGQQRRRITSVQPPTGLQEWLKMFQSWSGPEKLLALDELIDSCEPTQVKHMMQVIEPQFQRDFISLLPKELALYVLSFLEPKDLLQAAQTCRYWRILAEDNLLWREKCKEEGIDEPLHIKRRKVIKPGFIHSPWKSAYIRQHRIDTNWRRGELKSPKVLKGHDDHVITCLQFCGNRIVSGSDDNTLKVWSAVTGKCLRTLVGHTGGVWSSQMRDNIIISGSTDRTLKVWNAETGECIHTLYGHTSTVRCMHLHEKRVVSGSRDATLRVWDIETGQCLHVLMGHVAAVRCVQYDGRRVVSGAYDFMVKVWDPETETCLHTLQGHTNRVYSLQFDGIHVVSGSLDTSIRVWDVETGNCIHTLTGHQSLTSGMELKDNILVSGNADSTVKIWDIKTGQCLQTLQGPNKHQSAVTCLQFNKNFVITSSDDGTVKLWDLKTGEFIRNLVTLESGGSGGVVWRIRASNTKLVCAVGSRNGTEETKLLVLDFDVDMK
GPR151 activ: activators of human GPR151, primary screen, cell-based, PathHunter beta-arrestin, luminescence. G-protein coupled receptor 151 (Homo sapiens), Q8TDV0. PathHunter beta-arrestin GPR151 cells. activation, % at 11.2 µM. hit rate 1% among 650,000. AID 1508602, 2020; in the data active = activation above about 4.9%;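 also: 0% = median of compound wells and 100% = cells with positive control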
Target sequence (Q8TDV0 whole entry, looked up): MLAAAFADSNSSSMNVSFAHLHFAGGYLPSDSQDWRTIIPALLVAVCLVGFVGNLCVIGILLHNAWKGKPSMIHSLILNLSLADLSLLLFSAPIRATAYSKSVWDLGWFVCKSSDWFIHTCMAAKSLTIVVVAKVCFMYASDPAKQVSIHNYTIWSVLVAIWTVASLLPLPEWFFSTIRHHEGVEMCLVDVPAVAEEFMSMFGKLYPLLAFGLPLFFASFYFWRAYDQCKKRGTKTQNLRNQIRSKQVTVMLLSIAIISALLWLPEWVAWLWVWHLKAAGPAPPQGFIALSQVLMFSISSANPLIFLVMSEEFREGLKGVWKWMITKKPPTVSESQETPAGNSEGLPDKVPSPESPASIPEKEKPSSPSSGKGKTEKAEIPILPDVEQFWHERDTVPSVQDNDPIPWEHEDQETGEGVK
TEAD-YAP block: TEAD-YAP interaction inhibition, primary screen, TEAD-YAP interaction inhibitor project, luminescence, HEK-TIYL cells | TEAD-Gal4/YAP UAS-luciferase luminescence | inhibition, % at 9.12 µM | hit rate 1.4% among 640,000 | AID 1259422, 2018; in the data active = inhibition above about 32%;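 also: 0% = median of test compound wells and 100% = reference inhibitor wells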
MITF inh: MITF inhibitors, primary screen, biochemical, AlphaScreen, human. hit rate 0.91% among 650,000. AlphaScreen MITF homodimerization, bead proximity signal. AID 1259374, 2018. inhibition, % at 2.6 µM; in the data active = inhibition above about 50%;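 also: 0% = vehicle wells with protein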
Numbers without * were called inactive; & = joins results of further samples. An unsorted share of the library (roughly 3.4% active in at least one column).

SMILES	FBW7 activator	GPR151 activ	TEAD-YAP block	MITF inh
CC1=C(C(=O)OC2CCCC2)C(c2cccc([N+](=O)[O-])c2)C2=C(CC(c3cccs3)CC2=O)N1 (configuration not stated)	0.2	1.9	16	-1
CCn1c(N2CCN(CC(=O)Nc3ccc(OC)cc3)CC2)nc2ccccc21	-0.1	0.1	-7	10
CC1CCCN(C(=O)c2cc3c(=O)oc4ccccc4c3s2)C1 (configuration not stated)	-0.2	0.4	-20	-12
Cc1ccc(C(=O)c2ccco2)cc1C	0.0	1.0	-7	-9
COc1ccc2c(C)nc(N3CCC(N(C)CC4CCCCO4)CC3)nc2c1 (configuration not stated)	0.1	0.2	4	15
Cc1cc(C)c(NC(=O)C2C(C(=O)O)C3C=CC2C32CC2)c(C)c1 (configuration not stated)	0.0	-0.9	-12	2
O=[N+]([O-])c1ccc(N2CCN(Cc3ccncc3)CC2)cc1	0.1	0.6	8	61*
CC(=O)c1sc(N/N=C\c2ccco2)nc1C	-0.1	-0.8	-30	3
CCOc1cc(C(=O)Nc2c3c(nn2-c2cccc(C)c2C)CSC3)cc(OCC)c1OCC	-0.2	-1.0	-9	-6
O=C(CCCCCN1C(=O)CCC1=O)Nc1ncn[nH]1	-0.2	-0.9	15	9
CCOc1cc([N+](=O)[O-])c(OCC)cc1NC(=O)COc1cccc(-n2cnnn2)c1	1.4	-0.8	3	14
COc1ccc(/C=C/C(=O)N[C@@H](C)C(=O)O)cc1	0.1	1.1	8	7
CCOC(=O)C1CCCN(C(=O)/C(=C/c2ccco2)NC(=O)c2ccccc2)C1 (configuration not stated)	0.1	-0.3	11	9
Cc1cccc(N2C(=O)NC3CC2(C)Oc2ccc([N+](=O)[O-])cc23)c1 (configuration not stated)	-0.1	0.3	1	-10
O=C(CSc1ncccc1C(=O)N1CCN(c2ccccc2)CC1)Nc1ccc(Br)cc1F	-0.1	0.6	-25	8
COc1ccccc1NS(=O)(=O)c1cc([N+](=O)[O-])ccc1N/N=C/C1CC=CCC1 (configuration not stated)	0.1	0.3	8	10
COc1ccc(OC)c(NC(=O)c2nnn(Cc3ccc(Br)cc3)c2N)c1	0.6	-1.0	6	18
CC(C)CC(=O)N1CCc2nnc(C(CC(C)C)NC(=O)CN(C)C)n2CC1 (configuration not stated)	0.0	4.3	9	-13
COc1cc(C)c(/C=C(\C#N)C(=O)NCc2ccco2)c(OC)c1	-0.2	-0.4	5	-4
Cc1ccccc1CNC(=O)c1ccccc1I	0.9	1.4	-4	7
CC1CCN(C(=O)CN(c2ccc(Cl)cc2Cl)S(=O)(=O)c2ccccc2)CC1	0.1	2.1	9	4
C[C@H](NC(N)=O)C(=O)Nc1ccccc1	0.1	-2.5	1	20
COc1ccc(NC(=O)c2ccc(NC(=O)CN(C)C3CCCCC3)cc2)cc1	-0.1	-0.4	-9	-4
C/C(=N\Nc1cccc([N+](=O)[O-])c1)c1ccc(Cl)s1	0.0	1.1	-6	2
O=C(NCc1cccc(C(F)(F)F)c1)c1ccc2nc(-c3ccc(N4CCOCC4)nc3)sc2c1	0.1	-0.9	-5	6
COc1ccc(C(=O)CSc2ccc(-c3ccco3)nn2)cc1	-0.2	-1.2	-4	0
CCCc1c(O)nc(SCC(=O)N2CCCCC2)[nH]c1=O	0.0	1.4	-4	2
O=C(CCCc1nc2ccccc2c(=O)[nH]1)NCc1ccccc1F	-0.2	-0.3	8	-2
N#Cc1ccc(CSc2nc(-c3ccccc3)c(-c3ccccc3)[nH]2)cc1	0.2	0.4	6	10
CC(C)N1CCC(N2CCN(Cc3cccc4c3oc3ccccc34)CC2CCO)CC1 (configuration not stated)	0.0	1.0	-6	0

Some entries already given, limited to GPR151 activ:
| canonical_smiles | GPR151 activ |
| --- | --- |
| COc1ccc(/C=C/C(=O)N[C@@H](C)C(=O)O)cc1 | 1.1 |
| CCOC(=O)C1CCCN(C(=O)/C(=C/c2ccco2)NC(=O)c2ccccc2)C1 (configuration not stated) | -0.3 |
| Cc1cccc(N2C(=O)NC3CC2(C)Oc2ccc([N+](=O)[O-])cc23)c1 (configuration not stated) | 0.3 |

(list continues)
SMILES	FBW7 activator	GPR151 activ	TEAD-YAP block	MITF inh
CCOc1ccccc1NC(=O)c1ccc(CNc2c(N3CCC(C)CC3)c(=O)c2=O)cc1	0.0	0.1	5	-4
CCC1CCCCN1C(=O)CSc1nc2nc(C)c(Cc3ccccc3Cl)c(C)n2n1 (configuration not stated)	0.3	-0.5	-9	25
COc1ccc(NC(=O)c2ccc3c(=O)n(Cc4ccccc4)c(=S)[nH]c3c2)cc1Cl	0.0	-0.2	3	17
CC(C)CCn1c(N2CCN(c3cccc(Cl)c3)CC2)nc2c1c(=O)n(C)c(=O)n2C	0.2	-1.2	0	18
CCOC(=O)C1CCCN1c1ncc(Cl)cc1[N+](=O)[O-] (configuration not stated)	-0.1	1.1	5	11
CC1=NN(c2ccc(S(=O)(=O)O)cc2)C(=O)/C1=C/c1ccc2c(c1)OCO2	-0.3	1.1	12	9
O=C(OCc1nc(-c2ccccc2)oc1COC(=O)c1ccco1)c1ccco1	0.0	0.0	4	6
COCCCNC(=O)CSc1nc2cc3c(cc2c(=O)n1CCC(=O)NCc1ccc2c(c1)OCO2)OCO3	0.5	-1.4	5	3
CC(=O)c1cc2c(C)cc(=O)oc2cc1O	-0.1	2.6	2	28
CC(CN1CCN(Cc2ccccc2)CC1)OC(=O)c1ccco1 (configuration not stated)	0.2	0.2	1	17
C=CCOC(=O)C1=C(C)NC(=O)NC1c1cccc(OCC)c1 (configuration not stated)	-0.1	-0.1	-8	3
CC(C)OCCCNc1nc2c([nH]1)c(=O)n(C)c(=O)n2C	-0.1	0.4	3	2
CS(=O)(=O)c1cccc(S(=O)(=O)N2CCOCC2)c1	-0.1	3.3	3	14
N#Cc1ccc(C(=O)OCC(=O)Nc2ccc(Cl)cn2)cc1	-0.1	-0.3	-1	3
O=C(O)c1ccc2c(=O)n3c4ccc(Cl)cc4nc3c3ccc(C(=O)O)c1c23	0.4	-1.5	-5	11
Cc1nn(-c2ccccc2)nc1CNS(=O)(=O)c1cccc2ccccc12	0.1	-1.7	4	-3
Cc1nc2c(c(=O)[nH]1)CCN(Cc1cccc3nccnc13)C2	0.1	-0.5	-8	-4
Cc1cc(=O)oc2cc(OCC(=O)N/N=C/c3cc(Cl)cc([N+](=O)[O-])c3O)ccc12	0.0	-0.4	3	13
O=C1COc2ccc(C(=O)COC(=O)CNC(=O)c3cccc(OC(F)F)c3)cc2N1	0.2	0.1	-6	-6
Cc1cc(N)n(-c2ccc(C)c(C)c2)n1	-0.1	-0.4	-10	3

4 entries from above, reformatted.
SMILES: CC(C)CC(=O)N1CCc2nnc(C(CC(C)C)NC(=O)CN(C)C)n2CC1 (configuration not stated)
  FBW7 activator: 0.0	GPR151 activ: 4.3	TEAD-YAP block: 9	MITF inh: -13
SMILES: O=C1COc2ccc(C(=O)COC(=O)CNC(=O)c3cccc(OC(F)F)c3)cc2N1
  FBW7 activator: 0.2	GPR151 activ: 0.1	TEAD-YAP block: -6	MITF inh: -6
SMILES: COc1ccc(NC(=O)c2ccc3c(=O)n(Cc4ccccc4)c(=S)[nH]c3c2)cc1Cl
  FBW7 activator: 0.0	GPR151 activ: -0.2	TEAD-YAP block: 3	MITF inh: 17
SMILES: Cc1cccc(N2C(=O)NC3CC2(C)Oc2ccc([N+](=O)[O-])cc23)c1 (configuration not stated)
  FBW7 activator: -0.1	GPR151 activ: 0.3	TEAD-YAP block: 1	MITF inh: -10

The list goes on.
SMILES	FBW7 activator	GPR151 activ	TEAD-YAP block	MITF inh
O=c1[nH]c2cc3c(cc2cc1CN(CCCO)S(=O)(=O)c1ccc(F)cc1)OCCO3	0.5	0.9	-20	7
COc1ccc(SCC(=O)N2CCN(c3nc4ccc(C)cc4s3)CC2)cc1	-0.1	-0.2	-4	0
COCCCNC(=O)c1ccc(NC(=O)C2CCCO2)cc1 (configuration not stated)	0.1	-0.4	-11	1
CC1=C(C(=O)OC2CCCCCC2)C(c2ccc(Cl)c(Cl)c2)NC(=O)N1 (configuration not stated)	0.0	-0.1	6	-1
NC(=O)c1c(/N=C/C=N/c2sc3c(c2C(N)=O)CCCC3)sc2c1CCCC2	-0.1	-0.3	4	8
CC(=O)NC(=O)c1cc2cc(Cl)ccc2oc1=Nc1ccccc1C	0.2	-1.5	-8	6
CC1=C(C(=O)Nc2ccccc2C)C(c2ccc3c(c2)OCO3)C2=C(CC(C)(C)CC2=O)N1 (configuration not stated)	0.1	0.5	-1	1
COCCCn1c(=N)c(C(=O)N2CCN(C)CC2)cc2c(=O)n3cccc(C)c3nc21	0.0	0.6	4	-7
COc1cc(Nc2nc(Nc3cnccn3)ncc2C)cc(OC)c1OC	0.1	0.8	9	9
CC(C)(C)P(=O)(c1ccc(C(=O)O)cc1)C(C)(C)C	0.0	0.3	-6	21
Cc1cc2nn(-c3ccccc3)nc2cc1NC(=O)C(C)C	0.0	-0.8	19	19
CN=C1S/C(=C\c2ccc(OCC(=O)O)c(OC)c2)C(=O)N1C	0.5	-8.4	-9	6
CCOC(=O)CC(=O)CN1C(=O)c2ccccc2C1=O	0.0	-0.8	3	11
CCN(CC)C(=O)CSc1nnc(-c2cccnc2)n1-c1ccc(C)cc1C	0.1	3.9	-9	6
Cc1cccc(NC(=S)NC(=O)c2ccccc2I)n1	-0.1	-0.9	-42	4
COc1cccc(NC(=S)NCC2CCCO2)c1 (configuration not stated)	-0.1&0.3	-0.3&-1.4	-11&-9	3&1
Clc1ccc(C2N(c3ccccc3)CCN2c2ccccc2)cc1	0.4	-0.7	-20	-3
CN(Cc1ccccc1)S(=O)(=O)c1ccc(C(=O)O)o1	-0.1	-0.4	3	-8
CCOc1ccc(NC(=O)c2ccc(S(=O)(=O)N(CC)CC)cc2)c([N+](=O)[O-])c1	-0.1	0.2	-16	-1
CCCOC(=O)C1=C(C)NC2=C(C(=O)CC(C)(C)C2)C1c1ccc(SC)cc1 (configuration not stated)	0.3	1.0	6	-8
O=C(COC(=O)c1ccc2c(c1)OCCO2)c1ccc(Cl)cc1	0.0	0.7	-8	1
Cc1csc(NC(=O)CSc2ncc(-c3ccc(Cl)cc3)n2C)n1	-0.2	1.0	3	2
CC(C)OC(=O)c1ccc(Cn2nnc3ccccc3c2=O)cc1	0.0	-1.5	-7	5
CCOc1cc(C2C(C(=O)Nc3ccccc3)=C(C)Nc3ncnn32)ccc1OC(=O)c1ccccc1 (configuration not stated)	0.6	-1.5	-8	0
CC(=O)c1ccc(C(=O)N(Cc2ccccn2)c2nc3c(F)cccc3s2)cc1	-0.2	-2.8	-38	-8
Cc1noc(C)c1-c1nc(NC2CC2)c2ncn(-c3ccccc3)c2n1	0.7	0.5	-4	8
Cc1[nH]nc(NC(=O)c2ccc3ccccc3c2)c1Br	0.0	-0.6	-67	-2
CCc1ccccc1NC(=O)c1c(NC(=O)c2ccccc2Cl)sc2c1CCC2	0.8	-1.7	14	25
Cc1ccccc1/C=C1\N=C(c2ccc(C(C)(C)C)cc2)OC1=O	-0.1	2.1	1	14
COc1cccc(CN(Cc2nnnn2C2CCCC2)CC2CCCO2)c1 (configuration not stated)	-1.2	-0.7	6	2
CCN(C(=O)Cn1ncc2c(=O)oc3ccc(C)cc3c21)c1ccccc1F	-0.1	-0.6	-3	-12
Cc1cc(C(=O)N/N=C/c2ccc3c(c2)OCO3)c(C)o1	0.1	-5.9	-44	-4
Fc1cccc(F)c1Nc1ccc(Br)cn1	-0.4	-0.8	0	11
Cc1ccc([N+](=O)[O-])cc1NC(=O)CCn1c(=O)oc2ccccc21	1.0	0.7	-24	3
O=C(NCC1CCCCC1)c1ccncc1	-0.2	0.0	5	3
O=C(CN1C(=O)C2CC=C(Cl)CC2C1=O)N1CCCC1 (configuration not stated)	-0.3	-1.2	-7	0
Cc1nn(Cc2ccccc2)c(C)c1C(=O)N1CCN(Cc2ccco2)C[C@@H]1C(C)C	0.0	0.6	5	7
Cc1cccc(-n2c(C)cc(C=C3C(=O)NC(=S)NC3=O)c2C)c1	-0.2	-0.3	12	-11
COC(=O)c1ccc(-n2cc(-c3ccccc3)[nH]c2=S)cc1	0.1	-0.9	-12	16
CCOCCC(=O)Nc1ccc(S(=O)(=O)N2CCC(C)CC2)cc1	-0.2	-0.1	-4	-1
CCn1c(=O)n(CC(=O)Nc2ccccc2-c2ccccc2)c2cccnc21	-0.1	0.5	-4	-5
COc1ccc(C(=O)Nc2nn3c(CC(C)C)nnc3s2)cc1	-0.2	-0.1	-7	0
COc1ccc(S(=O)(=O)Nc2cc3sc(=O)oc3cc2C)cc1	-0.1	-0.4	1	8
O=C(CN1C(=O)c2ccccc2C1=O)NC1CCCCCC1	0.0	1.0	-5	-4
CC1(C)CC(=O)C=C(NNC(=O)CC2(C)OCCO2)C1	0.1	4.4	13	3
COCCNc1nc2nonc2nc1N(C)CC1CCN(CCOC)CC1	-0.1	-0.5	-5	2
COC(C(=O)Nc1ccnn1C1CCN(Cc2nccs2)CC1)c1ccccc1 (configuration not stated)	0.2	-1.9	-4	-16
CCN(c1ccccc1)c1nnc(NC(=O)Nc2ccccc2OC)s1	-0.2	-0.6	-3	6
CN1C(=O)/C(=C2\SC(N3CCCCC3)=NC2=O)c2ccccc21	0.0	-1.0	-17	25

Reformatted as labelled records: two of the compounds above
> O=C(CN1C(=O)c2ccccc2C1=O)NC1CCCCCC1
  FBW7 activator: 0.0 | GPR151 activ: 1.0 | TEAD-YAP block: -5 | MITF inh: -4
> CC1(C)CC(=O)C=C(NNC(=O)CC2(C)OCCO2)C1
  FBW7 activator: 0.1 | GPR151 activ: 4.4 | TEAD-YAP block: 13 | MITF inh: 3
